CXXC DNA block: qHTS Fluorescence Polarization Assay for Inhibitors of MLL CXXC domain - DNA interaction. Histone-lysine N-methyltransferase 2A (Homo sapiens), Q03164. MLL-CXXC / FITC-HOXA9 DNA fluorescence polarization. Potency, µM (highest dose often 115 µM), without a hit: at the top dose activity change, negative = inhibition, hits mostly inhibitors. 290,000 tested, 0.037% active. AID 2662, 2010; active means well fitted inhibition curve with a large enough effect in the polarisation, with a control signal flat, not every such curve was filed as active; inconclusive means small, poorly fitted or top-dose-only effect, or effect the other way, or a change in a side signal; inactive means no such curve, though single readings can be large or run the other way; the % refers to the polarisation
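Fluorescence polarization: 7 uM MLL-CXXC (stock) preincubated 5 min with compounds, then 50 nM fluorescein-HOX-A9 DNA (stock) added; 30 min ambient. Buffer 50 mM Tris-HCl pH 7.5, 50 mM NaCl, 1 mM DTT, 0.05% BSA.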
Rab9 prom act: qHTS Assay for Rab9 Promoter Activators; Potency, µM (series often up to 9.22 µM), inactives show at the top dose activation, negative = inhibition, most hits filed as activators; 320,000 tested, 2.8% active; Huh7 Rab9 promoter-luciferase reporter, luminescence, 24 h; further: % of control where 0% means no effect; nearly all actives have a fitted effect of over 60% in size
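Steps: seed 1500 Huh7 Rab9-luc cells per well, rest 2 h at 37 °C; add compound in DMSO; incubate 24 h; add luciferase reagent, 10 min ambient; read luminescence.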
VP16 counter: VP16 counterscreen qHTS for inhibitors of ROR gamma transcriptional activity. Drosophila S2 Gal4-VP16 UAS-luciferase, luminescence, 20 h. AID 2546, 2010. Potency, µM (doses to about 53.6 µM), inactives show at the highest dose activity, negative = inhibition, actives largely listed as inhibitors. 310,000 tested, 3.5% active;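 further: Gal4-VP16 expression switched on by copper sulfate through the metallothionein promoter; on the % scale 0 is the no-effect control and ±100 the full control effect; nearly all actives have a fitted effect of over 50% in size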
FLuc modulator: qHTS profiling assay for firefly luciferase inhibitor/activator using purifed enzyme and Km concentrations of substrates (counterscreen for miR-21 project) | 360,000 tested, 6.9% active | Luciferin 4-monooxygenase (Photinus pyralis), P08659 | Potency, µM (top dose mostly 57.5 µM), for the others: at the top dose activity change, negative = inhibition, hits mostly inhibitors | purified FLuc, Km substrates, luminescence inhibition;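 further: plate controls were vehicle for no effect and reference inhibitor for full effect; nearly all actives have a fitted effect of over 55% in size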
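Purified P. pyralis luciferase (10nM final) with 10uM D-luciferin and 10uM ATP (Km levels) in 50mM Tris acetate pH 7.5, 10mM Mg acetate, 0.01% Tween-20, 0.05% BSA; qHTS 6-point titration, ~60 µM downward; luminescence read.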
uPA surface inh: qHTS for Inhibitors of Cell Surface uPA Generation; cell surface uPA generation assay, qHTS; Potency, µM (series often up to 38.3 µM), without a hit: at the highest dose activity change, negative = inhibition, usual class: inhibitors; 330,000 tested, 0.31% active; AID 540303, 2011; active means well fitted inhibition curve with a large enough effect; inconclusive means small, poorly fitted or top-dose-only effect; inactive means no such curve, though single readings can be large or run the other way; tested in mouse RAW 264.7 cells; further: on the % scale 0 is the no-effect control and ±100 the full control effect; nearly all actives have a fitted effect of over 55% in size
ELG1 genotoxic: qHTS screen for small molecules that induce genotoxicity in human embryonic kidney (HEK293T) cells expressing luciferase-tagged ELG1; HEK293T ELG1-luciferase reporter, luminescence, 16 h; Potency, µM (titrated, usually from 46 µM), for the others: at the highest dose activity change, positive = activation, actives largely listed as activators; 330,000 tested, 1.3% active; AID 504466, 2011; further: % of control where 0% means no effect; nearly all actives have a fitted effect of over 60% in size
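HEK293T cells expressing luciferase-tagged ELG1 were exposed to compound or DMSO vehicle for 16 hr at 37 °C and 5% CO2. Luciferase activity was then measured with ONE-Glo after 30 min at room temperature.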
BRCA1 expr act: qHTS Assay to Identify Small Molecule Activators of BRCA1 Expression. 380,000 tested, 1.1% active. Potency, µM (series often up to 46.1 µM), inactives show at the highest dose activation, most hits filed as activators. AID 624202, 2012. MCF7-BRCA1-FFLuc reporter, luminescence, 48 h; response scale: scaled: vehicle 0%, 10 µM genistein 100%; further: nearly all actives have a fitted effect of over 80% in size; some results filed as inactive show a strong effect at the top dose
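Using MCF7 cells harboring a BRCA1 firefly luciferase reporter, plated 2 h before compound pinning, the screen measured luminescence after 48 h incubation. Responses were normalized to DMSO and 10 microM genistein, then fitted for concentration-effect.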
RORg inh: qHTS for inhibitors of ROR gamma transcriptional activity. Drosophila S2 Gal4-RORgamma UAS-luciferase reporter, 20 h. 310,000 tested, 5.4% active. Nuclear receptor ROR-gamma (Mus musculus), P51450. AID 2551, 2010. Potency, µM (doses to about 53.6 µM), for the others: top-dose activity change, negative = inhibition, hits mostly inhibitors; further: on the % scale 0 is the no-effect control and ±100 the full control effect; nearly all actives have a fitted effect of over 60% in size
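Luciferase reporter read in Schneider cells carrying Gal4-RORγ (mouse) and UAS-Photinus luciferase; cells given compound 1 h before 700 uM copper sulfate induction, then incubated 20 h at ambient temperature.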
MBNL1-CUG inh: qHTS Assay for Inhibitors of MBNL1-poly(CUG) RNA binding | Potency, µM (top dose mostly 57.5 µM), for the others: top-dose activity change, negative = inhibition, hits mostly inhibitors | 280,000 tested, 0.036% active | TR-FRET MBNL1-His/biotin-(CUG)12 binding, 665/545 ratio; active means well fitted inhibition curve with a large enough effect in the signal ratio, with a control signal flat, not every such curve was filed as active; inconclusive means small, poorly fitted or top-dose-only effect, or effect the other way, or a change in a side signal; inactive means no such curve, though single readings can be large or run the other way; the % refers to the signal ratio; further: on the % scale 0 is the no-effect control and ±100 the full control effect
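TR-FRET between His-tagged MBNL1 and biotin-(CUG)12 RNA, detected with Tb anti-His antibody (0.055 ng/ul) and streptavidin-XL665 (5 nM), 60 min at room temperature. Compounds titrated 92 nM to 58 uM; 665/545 nm ratio normalized to buffer and complex controls.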
p53 reactivation: qHTS assay for re-activators of p53 using a Luc reporter. Potency, µM (doses to about 92.2 µM), for the others: at the top dose activity change, positive = activation, most hits filed as activators. H1299 p53-A138V BP100-luciferase reporter, luminescence, 24 h. 320,000 tested, 0.063% active; further: % of control where 0% means no effect; nearly all actives have a fitted effect of over 45% in size
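p53-null H1299 cells stably carrying temperature-sensitive p53-A138V and a BP100-luciferase reporter were pinned with compounds (4-point, 1:5 series) and held 24 hrs at 37 deg C. Luminescence was read 10 min after detection reagent.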
NPC1 prom act: qHTS Assay for NPC1 Promoter Activators; AID 485313, 2010; Huh7 NPC1 promoter luciferase reporter, 24 h; 320,000 tested, 2.4% active; Potency, µM (highest dose often 9.22 µM), for inactives: at the top dose activation, actives largely listed as activators;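 further: % of control where 0% means no effect; nearly all actives have a fitted effect of over 60% in size; reporter is driven by a mutant NPC1 promoter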
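Luminescence read-out of NPC1 promoter-driven luciferase in stably transfected Huh7 cells; compounds delivered in DMSO and left 24 h at 37C, 5% CO2, qHTS titration format.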
* hit, by the source's call; ? = inconclusive; . = not tested or not shown. Unless noted, the call rests on the fitted dose curve; in most records, active means well fitted curve in the direction sought with a large enough effect; inconclusive means small, poorly fitted or top-dose-only effect, or another doubt; inactive means no such curve, though single readings can be large; an effect the other way counts as inactive or inconclusive. Potency means the concentration at half of the fitted maximal effect. These rows are one share of the data; count on the stated rates, not on these rows.

The line under a structure holds: FLuc modulator, BRCA1 expr act, ELG1 genotoxic, p53 reactivation, CXXC DNA block, RORg inh, NPC1 prom act, uPA surface inh, MBNL1-CUG inh, VP16 counter, Rab9 prom act
1) CC(=O)C(N=Nc1ccccc1)(Sc1nnc(-c2ccccc2)n1-c1ccccc1)C(C)=O
    7%, -52%, -14%, -6%, 18%, -36%, -3%, ., 11%, 10%, 1%
2) O=C(CSCc1c(Cl)cccc1Cl)NCc1cccnc1
    -2%, 1%, 0%, 2%, 1%, 28%, -4%, 0%, -10%, -3%, 0%
3) O=C(CN1CCSC1=O)Nc1ccc(N2CCOCC2)cc1
    -19%, 39%, 5%, 11%, ., ., 11%, 0%, ., ., 1%
4) COc1ccc(N2CCN(C(=O)COC(=O)CCOc3ccc(C)cc3)CC2)cc1
    -1%, -1%, 0%, 2%, ., ., 0%, 2%, ., ., 0%
5) CC(O)c1cccc(NC(=O)Cc2cccc3ccccc23)c1 (configuration not stated)
    -9%, ., -2%, -3%, 6%, 16%, -3%, ., -2%, -3%, -7%
6) CC(C)(C)c1ccc(/C=N/NC(=O)C(=O)NCCCN2CCOCC2)cc1
    ?, -14%, 0%, 15%, -3%, -1%, 1%, -7%, 1%, 2%, -6%
7) COCCCN1C(=O)c2ccc(C(=O)OCC(=O)NCc3cccc(OC)c3)cc2C1=O
    2%, 1%, 1%, -4%, ., ., -6%, -7%, ., ., 1%
8) Cc1ccc(NC(=O)Cn2c(=O)n(CCCCC(=O)NCc3ccco3)c(=O)c3ccccc32)cc1
    -2%, -16%, -3%, 0%, 13%, 17%, 0%, 6%, -5%, -4%, 3%
9) CCOc1ccc(CN(C)CC(=O)Nc2ccc(N3CCOCC3)cc2)cc1OC
    0%, -26%, 3%, -15%, 4%, 30%, 0%, -3%, -2%, -4%, 0%
10) CC(SCc1ccccc1)C(=O)Nc1ccccc1F (configuration not stated)
    -3%, -3%, -1%, ?, 9%, 2%, -2%, -10%, -7%, 10%, 0%
11) CCOCCCn1c(SCC(=O)N2CCOCC2)nc2ccccc2c1=O
    -1%, -7%, -3%, -4%, 23%, 17%, 3%, -1%, 5%, -1%, -3%
12) O=C(C1CCC(=O)N(C2CC2)C1)N1CCN(c2cccc(Cl)c2)CC1 (configuration not stated)
    0%, 3%, 0%, 1%, 11%, -18%, -2%, 9%, 3%, -7%, -3%
13) O=C(Nc1ccc(OC(F)(F)F)cc1)C1CCCN(C(=O)c2ccc(Cl)cc2)C1 (configuration not stated)
    -1%, -16%, -11%, 8%, ., ., 2%, ?, ., ., -10%
14) O=C(CN1CCN(c2ccc(C(F)(F)F)cn2)CC1)Nc1ccc2c(c1)OCO2
    6%, -14%, -5%, -7%, 33%, 6%, 2%, -3%, -10%, 4%, -4%
15) CCCN1CCN(C(=O)c2nn(-c3ccc(OC)cc3)c(=O)c3c2c2ccccc2n3C)CC1
    -4%, -9%, 8%, 0%, 3%, -22%, -7%, -2%, 12%, -4%, -3%
16) CCOc1ccccc1C1C(C(N)=O)=C(C)Nc2nc(-c3cccc(C)c3)nn21 (configuration not stated)
    -13%, -17%, 2%, -10%, 7%, 11%, 3%, 1%, -2%, 0%, -5%
17) CCn1c(C)cc2c(c1=O)C(c1ccccc1Br)C(C#N)=C(N)O2 (configuration not stated)
    -2%, -12%, 4%, 4%, 0%, -20%, 4%, 5%, -19%, 1%, 2%
18) CC(=O)Nc1ccc(Nc2ccc(N3C(=O)CCCC3=O)cc2[N+](=O)[O-])cc1
    4%, -10%, -7%, 1%, 8%, -20%, -6%, 3%, ?, -8%, -7%
19) CN1CCC(Oc2ccccc2Sc2ccc(C(F)(F)F)cc2)CC1
    1%, 1%, 2%, -13%, 7%, -13%, -6%, 4%, -7%, -28%, 0%
20) COc1cc(/C=C/c2ccc3cccc(O)c3n2)cc(OC)c1OC
    ?, 0%, ?, 20%, -2%, ?, 26%, -2%, 1%, ?, 23%

The list goes on:
The line under a structure holds: FLuc modulator, BRCA1 expr act, ELG1 genotoxic, p53 reactivation, CXXC DNA block, RORg inh, NPC1 prom act, uPA surface inh, MBNL1-CUG inh, VP16 counter, Rab9 prom act
21) Cc1c2c(c(C)n1C)C(C(=O)NC1CCCCC1)N(Cc1ccccc1)C2=O (configuration not stated)
    5%, -32%, 0%, -1%, 2%, ?, 0%, 1%, -11%, -4%, -6%
22) O=C(Nc1ccc(Br)c2cccnc12)c1ccc(Cn2cc(Cl)cn2)o1
    8%, -9%, 0%, -6%, 5%, -1%, -1%, -5%, 3%, ?, -1%
23) S=C(NCc1ccccn1)Nc1ccc(Cl)cc1Cl
    -5%, ?, 14%, ?, -2%, 8.9µM*, ?, 4%, -5%, 13µM*, ?
24) COCCn1c(=O)[nH]c2cc(C(=O)Nc3cc(C)cc(C)c3)ccc2c1=O
    -3%, -14%, -5%, -10%, 8%, -11%, 1%, -4%, -6%, -8%, -2%
25) O=C(CCc1ccccc1)Nc1ccnn1C1CCN(C/C=C/c2ccccc2)CC1
    1%, -4%, -3%, -6%, 28%, 0%, 0%, 2%, 1%, 23%, -1%
26) COc1ccccc1NC(=O)C(C)OC(=O)CCCN=C1NS(=O)(=O)c2ccccc21 (configuration not stated)
    13%, -9%, 1%, 2%, ., ., -1%, 6%, ., ., -2%
27) O=C(NCCc1ccccc1)c1cccnc1
    ?, 0%, 13µM*, 13%, -8%, 9%, ?, 1%, 14%, -1%, 3.2µM*
28) CC(=O)Nc1ccc(OCCCNC(=O)c2c(-c3ccccc3)noc2C)cc1
    -2%, -14%, -9%, -4%, -16%, ?, -2%, -2%, ., -19%, -11%
29) O=C(c1ccccn1)N1CCN(c2ccc(C(F)(F)F)cn2)CC1
    0%, 0%, 0%, -8%, -3%, ?, -3%, ., 1%, 3%, -1%
30) COC(=O)C(C(=O)OC)C(C[N+](=O)[O-])c1ccc(OC)c(OC)c1 (configuration not stated)
    2%, 0%, 1%, -1%, -6%, 1%, -5%, -6%, -11%, -4%, 0%
31) CCCCN(C(=O)c1ccc(C)o1)c1c(N)n(CC(C)C)c(=O)[nH]c1=O
    4%, 4%, 0%, 3%, ., ., 0%, 4%, ., ., -3%
32) COC(=O)C1=C(C)N(Cc2ccc(OC)cc2)C(=O)/C1=C\c1ccco1
    2%, -29%, 1%, -5%, -5%, ?, 1%, 0%, ., 7%, -4%
33) COC(=O)CCCC(=O)Nc1ccc(Br)cc1
    -20%, 4%, 0%, 12%, 5%, 23%, 0%, -1%, -17%, 7%, 0%

Single records, from the list above.
`COc1ccccc1NC(=O)C(C)OC(=O)CCCN=C1NS(=O)(=O)c2ccccc21` (configuration not stated) is listed as FLuc modulator: 13%; BRCA1 expr act: -9%; ELG1 genotoxic: 1%; p53 reactivation: 2%; CXXC DNA block: .; RORg inh: .; NPC1 prom act: -1%; uPA surface inh: 6%; MBNL1-CUG inh: .; VP16 counter: .; Rab9 prom act: -2%
`CN1CCC(Oc2ccccc2Sc2ccc(C(F)(F)F)cc2)CC1` is listed as FLuc modulator: 1%; BRCA1 expr act: 1%; ELG1 genotoxic: 2%; p53 reactivation: -13%; CXXC DNA block: 7%; RORg inh: -13%; NPC1 prom act: -6%; uPA surface inh: 4%; MBNL1-CUG inh: -7%; VP16 counter: -28%; Rab9 prom act: 0%
`COC(=O)C1=C(C)N(Cc2ccc(OC)cc2)C(=O)/C1=C\c1ccco1` is listed as FLuc modulator: 2%; BRCA1 expr act: -29%; ELG1 genotoxic: 1%; p53 reactivation: -5%; CXXC DNA block: -5%; RORg inh: ?; NPC1 prom act: 1%; uPA surface inh: 0%; MBNL1-CUG inh: .; VP16 counter: 7%; Rab9 prom act: -4%

Bioassay records as filed in PubChem.
